Screening results: PubChem BioAssay, several laboratories
Ecoli viability = reduces bacterial viability in AddAB counter-screen; inhibition, % at 11.9 µM; AID 449728; E. coli V3065 growth, OD600 absorbance, 18 h; hit rate 0.27% among 330,000;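 active = inhibition above the campaign's mean inhibition across all tested compounds plus 3 SD, cut at about 9.9% in these data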;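 also: uninfected addAB+ strain grown without phage in ampicillin broth; 0% = DMSO wells and 100% = ciprofloxacin 0.95 µg/ml wells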
PvdQ acylase = P. aeruginosa PvdQ acylase inhibition | purified PvdQ acylase, fluorescence plate reader | inhibition, % at 10 µM | hit rate 0.063% among 340,000 | AID 488965; in the data active = inhibition above about 30%, passing the limit was not always enough;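 also: 0% = vehicle neutral wells and 100% = reference inhibitor wells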
CAL PDZ inh = inhibitors of human CAL PDZ peptide binding. Q9HD26. purified CAL PDZ, TMR-peptide fluorescence polarization, 1 h. hit rate 0.02% among 330,000. inhibition, % at 20 µM;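 active = highest replicate inhibition of at least 40%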;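 also: plate controls were DMSO neutral control wells for no effect and unlabeled competitor peptide control wells for full effect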
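System: tagged CAL PDZ domain. Schedule: 1 h room-temperature incubation prior to read. Signal: fluorescence polarization (mP). Measure: percent inhibition from loss of millipolarization.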
Rtt109 HAT inh = blocks Candida albicans Rtt109/Vps75 acetyltransferase activity | purified Rtt109/Vps75, ThioGlo CoA-SH fluorescence, 4 h | inhibition, % at 34.9 µM | hit rate 0.16% among 330,000 | AID 540336;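 active = inhibition of at least 50% in every replicate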
phage Ecoli inh = E. coli growth loss with phage present; inhibition, % at 11.9 µM; growth absorbance; hit rate 0.26% among 360,000; AID 651602; in the data active = inhibition above about 11%
PfHsp90 set2 = growth inhibition of yeast expressing Plasmodium Hsp90. S. cerevisiae expressing PfHsp90, BacTiter-Glo ATP, 48 h; yeast lacking PDR1 and PDR3 efflux regulators. inhibition, % at 9.4 µM. hit rate 0.32% among 310,000;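 active = every replicate shows inhibition above about 80%, whatever the replicate mean, limit read from the data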;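 also: 0% = DMSO neutral controls and 100% = 20 µM radicicol positive controls; yeast relying on Plasmodium falciparum Hsp90 in place of its own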
Wnt act = Wnt/beta-catenin pathway activation; Wnt/beta-catenin reporter cell assay, activator, plate reader; activation, % at 9.35 µM; hit rate 1.2% among 300,000; AID 743398; in the data active = activation above about 30%, passing the limit was not always enough;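 also: 0% = neutral control wells and 100% = positive control wells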
AddAB inh = less growth of phage-infected E. coli with AddAB; inhibition, % at 11.9 µM; AID 435030; hit rate 0.29% among 330,000; E. coli expressing H. pylori AddAB, absorbance growth; in the data active = inhibition above about 12%;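 also: 0% = vehicle wells of infected cells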
Tat transport = blocks Tat-dependent protein export in E. coli; inhibition, % at 10 µM; E. coli MC4100 TorA-mCherry Tat export, fluorescence; hit rate 0.036% among 340,000;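 active = mean replicate inhibition at least 50% and at least half of replicates individually reaching 50%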;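 also: exported cargo escapes ClpAP degradation while cytoplasmic cargo is degraded and loses fluorescence; 0% = median of neutral control wells and 100% = median of NaSCN control wells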
DAGLB inhibitor = diacylglycerol lipase beta (human) inhibition. HEK293T DAGLB membrane lysate, EnzChek fluorogenic substrate. inhibition, % at 5.17 µM. hit rate 0.059% among 340,000. AID 504411; in the data active = inhibition above about 34%;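 also: 0% = enzyme with vehicle and 100% = wells lacking enzyme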
Target sequence (Q8NCG7 whole entry, looked up): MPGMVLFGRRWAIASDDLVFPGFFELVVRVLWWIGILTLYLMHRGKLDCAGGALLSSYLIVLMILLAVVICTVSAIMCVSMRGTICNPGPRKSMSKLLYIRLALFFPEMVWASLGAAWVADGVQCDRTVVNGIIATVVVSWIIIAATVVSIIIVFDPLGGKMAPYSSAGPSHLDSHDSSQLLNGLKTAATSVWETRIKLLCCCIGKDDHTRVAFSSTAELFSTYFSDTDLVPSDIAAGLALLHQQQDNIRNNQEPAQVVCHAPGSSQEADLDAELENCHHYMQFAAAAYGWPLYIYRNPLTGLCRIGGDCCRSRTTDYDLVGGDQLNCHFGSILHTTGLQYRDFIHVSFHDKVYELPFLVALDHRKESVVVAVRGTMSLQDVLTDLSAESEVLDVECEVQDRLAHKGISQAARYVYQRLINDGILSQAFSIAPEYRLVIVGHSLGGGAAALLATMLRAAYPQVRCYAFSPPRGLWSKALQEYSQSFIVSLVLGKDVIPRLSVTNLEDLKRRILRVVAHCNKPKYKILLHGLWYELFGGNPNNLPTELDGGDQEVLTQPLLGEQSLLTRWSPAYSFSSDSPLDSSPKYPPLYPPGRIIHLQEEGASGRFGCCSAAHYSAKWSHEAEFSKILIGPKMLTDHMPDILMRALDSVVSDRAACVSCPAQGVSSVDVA
Numbers without * were called inactive; · = no result given.

smiles	Wnt act	Tat transport	PvdQ acylase	AddAB inh	phage Ecoli inh	DAGLB inhibitor	PfHsp90 set2	Ecoli viability	Rtt109 HAT inh	CAL PDZ inh
O=C(CC(=O)c1ccccc1)Nc1cc([N+](=O)[O-])ccc1Cl	-1.8	-1.7	-11.6	4.8	5.1	3.9	-12.8	0.9	0.7	-1.3
COc1ccccc1N1CCN(C(=O)CCC(=O)O)CC1	-2.3	13.4	-4.3	1.3	5.7	1.9	2.5	-0.4	1.2	0.4
COc1ccc(-n2c(SCCC(=O)O)nnc2-c2ccncc2)cc1	0.8	-0.1	1.1	3.0	2.2	-0.5	-25.6	1.5	-3.7	-1.7
O=C(Nc1ccc(S(=O)(=O)N2CCOCC2)cc1)c1ccco1	3.8	2.7	-10.1	-0.1	-0.2	0.2	·	-0.8	-6.2	-2.0
O=S(=O)(c1ccc(Br)s1)N1CCN(c2ccccn2)CC1	·	-12.8	-9.8	-0.4	2.0	-4.7	13.6	1.7	4.5	0.0
CCOc1ccc(C2/C(=C(\O)c3ccc4c(c3)OCCO4)C(=O)C(=O)N2CCCN2CCOCC2)cc1 (stereo not drawn)	-2.2	5.6	-6.9	0.3	-1.9	-1.2	-3.2	-0.2	1.7	-2.7
COc1ccc([N+](=O)[O-])cc1NC(=O)COC(=O)C1CC1	1.0	-2.7	-11.7	-0.2	-0.5	2.3	·	-0.5	-0.4	-0.9
O=S(=O)(c1ccc(Cl)cc1)N1CCN(Cc2ccncc2)CC1	-2.5	-2.2	5.3	2.5	1.2	-0.6	20.7	-1.6	-3.7	-0.9

3 of the entries above in order of the Tat transport value, rising.
| SMILES | Wnt act | Tat transport | PvdQ acylase | AddAB inh | phage Ecoli inh | DAGLB inhibitor | Rtt109 HAT inh | CAL PDZ inh |
| --- | --- | --- | --- | --- | --- | --- | --- | --- |
| COc1ccc([N+](=O)[O-])cc1NC(=O)COC(=O)C1CC1 | 1.0 | -2.7 | -11.7 | -0.2 | -0.5 | 2.3 | -0.4 | -0.9 |
| O=S(=O)(c1ccc(Cl)cc1)N1CCN(Cc2ccncc2)CC1 | -2.5 | -2.2 | 5.3 | 2.5 | 1.2 | -0.6 | -3.7 | -0.9 |
| O=C(Nc1ccc(S(=O)(=O)N2CCOCC2)cc1)c1ccco1 | 3.8 | 2.7 | -10.1 | -0.1 | -0.2 | 0.2 | -6.2 | -2.0 |

The results go on.
smiles	Wnt act	Tat transport	PvdQ acylase	AddAB inh	phage Ecoli inh	DAGLB inhibitor	PfHsp90 set2	Ecoli viability	Rtt109 HAT inh	CAL PDZ inh
O=C(NCC(c1ccc(F)cc1)N1CCOCC1)c1ccco1 (stereo not drawn)	0.8	1.5	-14.2	0.0	2.2	1.1	·	0.0	0.7	-2.3
Cc1cc(NC(=O)c2ccc(C)o2)no1	4.6	-1.2	18.5	1.9	0.7	1.7	-8.2	-0.3	19.7	-1.6
CC(C(=O)NCC1(c2ccccc2)CCCC1)N1CCOCC1 (stereo not drawn)	·	-1.7	-4.5	-1.0	2.4	-2.2	·	0.8	5.5	-0.3
Cc1ccc(C(=O)Nc2cc(C(C)C)c(O)c(C(C)C)c2)cc1	-3.7	12.2	-3.8	1.6	1.7	-5.8	16.3	-0.6	6.1	-2.7
S=c1[nH]nc(Cc2ccc(Br)cc2)n1/N=C/c1ccc(Cl)cc1	-1.8	2.0	-9.7	3.8	4.6	0.6	-36.9	-0.8	-1.0	-1.2
CC(C)[C@H](NC(=O)c1ccc(Cl)c([N+](=O)[O-])c1)C(=O)O	1.6	4.9	-8.9	1.3	-1.6	-0.5	23.0	-0.1	-1.8	-1.5
COc1ccc(C(CNC(=O)c2ccco2)N2CCCCC2)cc1 (stereo not drawn)	1.0	1.8	-4.1	1.0	1.4	·	11.0	-0.3	-7.5	0.2
CN1CCC(NC(=O)c2ccncc2)CC1	0.0	10.1	-7.7	-3.0	0.0	0.2	·	-3.2	-3.0	1.3
COc1ccc(-n2c(=O)c3c4c(sc3n(CC(=O)NCC3CCCO3)c2=O)CCCC4)c(OC)c1 (stereo not drawn)	-2.4	34.9	-12.6	1.3	1.2	-0.7	12.7	1.5	5.3	-1.2
O=C(N/N=C/c1ccc(N2CCOCC2)cc1)c1ccccc1OCCOc1ccccc1	-1.5	-3.8	9.9	-2.5	2.2	·	-19.5	-1.4	-0.8	-13.7
Cc1ccc2occ(C(c3nnnn3C3CCCC3)N3CCN(C(=O)c4ccco4)CC3)c(=O)c2c1 (stereo not drawn)	-1.3	6.8	-0.4	2.1	1.4	3.9	·	0.9	·	-3.1
COC(=O)c1cnc(SCc2ccc(C)cc2)n1C	5.5	-3.5	-9.8	0.8	4.0	-16.5	11.9	-2.1	0.2	-0.6
COc1ccc2sc(-c3ccc(SC)cc3)c(/C=C/c3ccc(OC)c(OC)c3)c2c1	-1.5	-10.9	-10.9	-0.4	1.9	-3.6	·	-1.1	0.1	0.0
Nc1nnc(SCc2c(F)cccc2Cl)s1	11.7	1.1	-5.4	2.1	3.0	-3.6	-4.3	-1.4	-4.4	-1.3
COCCn1c(C)cc(C(=O)Cn2nc(C(=O)O)c3ccccc3c2=O)c1C	5.3	-8.2	-10.2	1.6	0.7	2.6	-10.1	1.8	-12.4	·
COc1ccc(NC(=O)N(C)C[C@H]2Oc3c(NS(=O)(=O)c4cn(C)cn4)cccc3C(=O)N([C@H](C)CO)C[C@@H]2C)cc1	-0.7	-2.1	-14.3	2.4	0.2	-3.4	0.9	0.0	-2.5	-0.5
O=C(COC(=O)CCC1CCCC1)Nc1cc(S(=O)(=O)N2CCOCC2)ccc1Cl	1.4	6.4	-5.9	·	3.0	-2.2	·	·	2.0	-2.5
Cc1ccc(C2CC(=O)NC(SCC(=O)Nc3nccs3)=C2C#N)cc1 (stereo not drawn)	·	-1.4	-1.4	1.7	2.7	13.1	·	-0.2	0.5	-0.1
O=C(CSc1nc(N2CCCCC2)nc(N2CCCCC2)n1)c1ccccc1	0.1	-9.6	7.4	3.2	0.0	-6.3	8.1	0.5	7.9	0.8
CC12CCC(=O)N1C(C(=O)NNC(=O)COc1ccccc1F)CS2 (stereo not drawn)	-0.2	-8.4	-14.4	0.6	2.0	0.6	·	-0.3	-5.2	0.3
O=C(CN1CCN(Cc2ccc(F)cc2Cl)C1=O)NCc1cccs1	1.6	1.0	-3.6	-0.6	2.4	-1.3	-27.7	-2.2	-2.8	4.8
O=C(Cn1c(=O)oc2cc(S(=O)(=O)N3CCCC3)ccc21)Nc1ccccc1Br	·	-3.4	-7.8	-0.4	·	-0.4	-0.6	-0.6	0.7	-1.3
O=S(=O)(NC1c2cccc3cccc(c23)C1Sc1ncccn1)c1ccccc1 (stereo not drawn)	-5.9	9.0	-10.3	1.1	3.3	-4.8	-29.2	0.7	13.9	-1.6
Nc1nonc1C(=O)NCCNCc1c(OCc2ccccc2F)ccc2ccccc12	·	-1.6	-7.0	-0.1	5.4	-2.5	12.8	-2.1	-5.8	-0.9
C[N+](C)(C)CCCCCC[N+](C)(C)C	-1.1	-1.8	-10.4	-2.7	1.8	0.7	15.1	0.3	-6.5	-0.6
CN(C(=O)COC(=O)/C=C/c1ccc(C(F)(F)F)cc1)c1c(N)n(Cc2ccccc2)c(=O)[nH]c1=O	0.2	-0.6	-9.6	-0.7	-0.1	4.4	3.4	-1.6	-5.1	-2.0
O=C(CSc1nnnn1-c1ccc2c(c1)OCCO2)N1CCc2ccccc21	-1.3	-4.2	-1.4	3.5	0.0	0.3	0.5	0.9	-9.3	-2.2
COc1ccc(NC(=O)CSc2nnc(-c3ccccc3Cl)n2Cc2ccco2)c(OC)c1	-2.8	-2.0	-3.2	3.6	0.8	1.8	-6.0	0.5	3.8	0.1
COc1ccccc1OCC(=O)NC1CCCCCCC1	0.4	7.7	-1.8	2.9	0.1	-0.1	17.0	-0.4	4.1	0.6
CC(Oc1ccc(Cl)cc1)C(=O)/C=C/N(C)C (stereo not drawn)	·	1.0	-8.5	3.1	1.2	3.9	-11.1	-1.2	-2.5	-2.1
CCc1ccc(NC(=O)CS(=O)CC(=O)NCC2OCCc3ccccc32)cc1 (stereo not drawn)	-7.1	-1.2	1.1	2.5	2.4	1.4	·	0.6	4.6	-2.7
CC(=O)c1cccc(Nc2cc(C)nc3c(C)cccc23)c1	-1.1	1.1	-7.9	3.5	1.9	-0.3	4.3	0.8	0.6	0.0
CO/N=C/c1ccc(Oc2ccc(C)cc2)nc1	·	-3.6	7.5	3.5	2.9	-21.0	-8.9	1.3	8.0	-0.8
O=C(CN1C(=O)NC2(CCOc3ccccc32)C1=O)NCc1ccc(F)cc1 (stereo not drawn)	-4.0	-7.8	1.7	0.2	3.2	-3.9	-10.6	-3.2	-1.9	-1.0
COc1ccc(NC(=O)NC2(C(=O)N3CCCCCC3)CCCCC2)cc1	-2.0	-4.9	3.5	2.7	0.5	-0.5	7.6	1.4	·	-4.2
COc1cccc(CC(=O)NCC2(N3CCCCC3)CCCCC2)c1	-0.4	-0.2	-3.7	0.3	0.0	-0.6	3.4	1.0	-13.3	-2.1
CCOC(=O)c1c(C=O)c(C)n(Cc2ccccc2)c1C	4.9	0.1	-9.5	3.6	1.9	-2.7	50.4	-0.2	-6.1	-0.1
COc1ccc(-c2cn[nH]c2-c2ccc(O)cc2O)cc1OC	-1.9	-1.7	-14.8	-1.2	0.2	-3.4	6.0	-1.2	·	-0.7
Cc1ccc(S(=O)(=O)CNC(=S)c2ccc3ccccc3c2)cc1	6.1	-9.3	6.8	3.3	2.3	2.3	-14.2	3.1	4.2	-2.2
COc1ccccc1NC(=O)C(=O)NNC(=O)COc1ccc2ccccc2c1	4.7	-13.5	-7.9	-1.4	-3.9	1.3	-68.2	-6.8	12.4	-4.8
Cc1nc2ccc(S(=O)(=O)NCC(=O)NCc3ccc4c(c3)OCO4)cc2s1	·	-7.3	1.8	-1.7	-2.1	-0.5	-0.6	-4.2	-2.9	-0.4
CC(C)Cc1nnc(NC(=O)C2CSC3(C)CCC(=O)N23)s1 (stereo not drawn)	-0.8	-7.9	-6.5	-0.2	-1.3	3.6	·	-0.1	-3.3	-2.9
COc1ccc(NC(=S)N2CCN(S(=O)(=O)c3ccccc3)CC2)cc1OC	0.6	5.7	0.9	·	3.5	3.1	34.0	·	2.1	-3.3
